Bioassay records from PubChem.
RAD52 inh: RAD52 (human) annealing inhibition; inhibition, % at 18.7 µM; 0.46% of 360,000 active; P43351; recombinant RAD52 DNA annealing, FRET fluorescence;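 active = every replicate showing at least 50% inhibition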
RAD54 inh: RAD54 (human) branch migration inhibition | Q92698 | RAD54 Holliday junction branch migration, FAM/BHQ fluorescence | inhibition, % at 10.4 µM | 0.14% of 360,000 active;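 active = mean normalized replicate activity at least 40 and at least half of replicates scoring 40 or more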;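 note: 0% = median of neutral control wells and 100% = median of positive control wells; inhibitors cause a drop in the FAM fluorescence signal; in these data hits start at about 50%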
INS-1E GSIS act: primary screen for activators of insulin secretion dependent on glucose, INS-1E cells, GLuc reporter luminescence. INS-1E GLuc reporter insulin secretion, 2-3 h. activation, % at 16.6 µM. 0.61% of 370,000 active. AID 743287;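 active = lowest replicate activation of at least 40%, so every replicate reaches that level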;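 note: 0% = median of neutral control wells and 100% = median of IBMX positive control wells; some compounds called inactive have numbers as strong as hits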
F508del corr: CFTR F508del correction in bronchial cells; AID 720511; CFBE cells, YFP halide quenching; stimulated with forskolin plus potentiator P3; % fluorescence drop versus neutral controls; activity (quench increase), % at 7.58 µM; 0.36% of 350,000 active;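 active = mean added fluorescence quench of at least 8% versus neutral control, with both replicates also reaching 8%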;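 note: cells transiently co-express mutant CFTR-F508del with the halide-sensitive YFP; corrector assay measuring rescue of mutant channel to the surface after 24 h compound exposure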
XiGFP reactiv: X-chromosome reactivation activator. XiGFP mouse fibroblasts, % GFP-positive cells imaging, 3 d; cells co-treated with 5-aza-dC sensitizer; scaled so ellipticine positive control = 100%. activation, % at 7.58 µM. 0.055% of 360,000 active. AID 743238;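 active = mean normalized replicate activation at least 10% and every replicate at or above 10%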;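 note: 0% = median of on-plate neutral control wells and 100% = ellipticine 6 µM median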
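Material: SV40-immortalized XiGFP fibroblast cells, line 68-5-11 | Buffer or medium: DMEM containing 5-aza-dC | Dosing: One concentration, pinned | Times: 3 d treatment, 15 min room-temperature fixation | Controls: Ellipticine 6 µM positive control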
ERAP1 HTS inh: blocks human ERAP1 aminopeptidase activity | 0.15% of 340,000 active | inhibition, % at 10.7 µM | AID 652197 | recombinant ERAP1, Leu-AMC fluorescence, 60 min | Q9NZ08;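 active = mean replicate inhibition of at least 30%, or all replicates individually reaching that 30% level; inactive = mean below 30% and not every replicate reaching it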;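 note: 0% = neutral control wells and 100% = L-leucinethiol positive control wells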
Target sequence (Q9NZ08 whole entry, looked up): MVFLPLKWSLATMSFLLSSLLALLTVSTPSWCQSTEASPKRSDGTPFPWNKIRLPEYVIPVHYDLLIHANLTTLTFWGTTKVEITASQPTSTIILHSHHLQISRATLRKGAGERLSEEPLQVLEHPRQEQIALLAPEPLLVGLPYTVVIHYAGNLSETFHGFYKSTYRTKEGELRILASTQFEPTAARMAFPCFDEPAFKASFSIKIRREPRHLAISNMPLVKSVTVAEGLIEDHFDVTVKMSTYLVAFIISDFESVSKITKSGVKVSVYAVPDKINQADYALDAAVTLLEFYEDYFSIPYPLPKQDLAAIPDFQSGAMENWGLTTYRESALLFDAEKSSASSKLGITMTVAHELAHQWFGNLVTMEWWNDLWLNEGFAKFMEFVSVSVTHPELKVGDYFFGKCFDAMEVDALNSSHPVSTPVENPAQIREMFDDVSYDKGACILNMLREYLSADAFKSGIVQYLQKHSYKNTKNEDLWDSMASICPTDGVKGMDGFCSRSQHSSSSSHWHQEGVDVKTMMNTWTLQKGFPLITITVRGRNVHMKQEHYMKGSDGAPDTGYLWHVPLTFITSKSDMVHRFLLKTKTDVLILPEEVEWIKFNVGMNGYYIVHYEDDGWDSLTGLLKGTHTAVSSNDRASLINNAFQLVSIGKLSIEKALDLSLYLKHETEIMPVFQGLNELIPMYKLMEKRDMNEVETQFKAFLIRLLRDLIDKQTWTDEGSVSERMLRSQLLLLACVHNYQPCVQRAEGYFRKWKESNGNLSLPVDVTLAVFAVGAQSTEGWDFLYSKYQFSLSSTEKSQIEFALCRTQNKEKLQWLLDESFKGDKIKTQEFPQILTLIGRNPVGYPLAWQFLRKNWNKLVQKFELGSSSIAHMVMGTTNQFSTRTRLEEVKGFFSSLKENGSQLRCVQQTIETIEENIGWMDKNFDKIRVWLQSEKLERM
esBAF inh: SWI/SNF esBAF complex inhibition; mouse ES cells, Bmi1-luciferase knock-in reporter, 24 h; 100% = twice the neutral-well signal; reporter increase, % at 12.5 µM; 2% of 350,000 active; AID 602393; in the data active = activation above about 40%;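 note: 0% = median of the plate's neutral control wells and 100% = double that signal; a rise in the Bmi1 reporter signal indicates esBAF inhibition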
ARNT TACC3 PPI: disrupts binding between human ARNT and TACC3; AID 623870; AlphaScreen His-ARNT PAS-B/GST-TACC3 binding, luminescence; TACC3 fragment carries E629A point mutation; inhibition, % at 9.99 µM; Q9Y6A5; 0.66% of 390,000 active;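 active = mean inhibition of replicates at least 50% and at least half of replicates each reaching 50%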;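 note: 0% = complete ARNT plus TACC3 wells and 100% = ARNT alone without TACC3; many hits fall short of the cut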
An asterisk follows results filed as active; . = not tested or not shown.

SMILES	RAD52 inh	RAD54 inh	INS-1E GSIS act	F508del corr	XiGFP reactiv	ERAP1 HTS inh	esBAF inh	ARNT TACC3 PPI
O=c1oc2cc(O)ccc2c2oc3cc(O)ccc3c12	1	1	4	0.7	0.1	-3	8	-5
O=C(c1ccccc1F)N1C[C@H]2[C@@H](c3ccccc31)[C@@H](CO)N2C(=O)Nc1ccccc1	.	7	-11	-0.1	0.0	.	-1	-10
O=C(C[C@H]1CC[C@@H]2[C@H](COC[C@H](O)CN2Cc2cc(F)ccc2F)O1)NCc1ccc(Oc2ccccc2)cc1	.	-2	-17	2.3	0.5	.	20	5
COc1cc2nc(=S)n3[nH]c(COc4ccccc4C)nc3c2cc1OC	.	-2	20	.	0.2	.	.	13
CCOc1ccc(Cn2nnc(C(=O)Nc3cc(C)cc(C)c3)c2N)cc1	1	4	2	0.1	0.0	-3	5	0
C[C@@H]1CCCCO[C@H](CN(C)C(=O)Nc2ccc(F)cc2)[C@H](C)CN([C@@H](C)CO)C(=O)c2cc(N(C)C)ccc2O1	28	2	-7	2.5	-0.1	0	6	4
O=C1Nc2ccccc2/C1=C/c1ccnc2ccccc12	-5	2	17	0.2	0.1	-1	-3	3
CCOC(=O)CCc1c(C)nc2cc(-c3ccccc3OC)[nH]n2c1=O	-12	-5	-4	0.5	0.1	5	-1	3
CCC(=O)N1C[C@H](C)[C@H](OC)CN(C)C(=O)c2cc(NC(=O)c3cnccn3)ccc2OC[C@H]1C	-3	-6	11	1.9	0.2	-2	-2	5
C[C@H](CO)N1C[C@H](C)[C@@H](CN(C)CC2CCCCC2)Oc2ccc(NC(=O)C3CC3)cc2C1=O	-4	-1	0	-1.0	-0.9	-1	-2	.
CC(C)(C)c1nnc(NC(=O)C2CCN(C(=O)c3ccco3)CC2)s1	-2	-3	5	0.8	0.1	-1	2	-3
CO[C@@H]1CN(C)C(=O)c2cc(NS(C)(=O)=O)ccc2OC[C@H](C)N(C(=O)C2CCC2)C[C@H]1C	.	.	-5	-1.1	0.3	.	8	.
O=C(NCCCN1CCCC1=O)c1ccccc1OCc1ccc(Cl)cc1Cl	2	-7	2	2.8	0.4	1	-2	-5
COc1ccc(C(=O)Nc2ccc3c(c2)C(=O)N(C)C[C@@H](OC)[C@H](C)CN[C@@H](C)CO3)cc1	6	-9	-7	0.4	0.0	0	2	-9
CCCOc1ccc(Cc2c(O)nc(N)[nH]c2=O)cc1C	-8	6	0	-0.2	0.0	0	3	-1
Cc1cccc(N2C(=O)C3C4C=CC(C5CC45)C3C2=O)n1 (configuration not stated)	2	.	15	-0.2	-0.1	5	.	-3
O=C(CC1S/C(=N\S(=O)(=O)c2ccccc2)N(c2ccccc2)C1=O)Nc1ccc(F)cc1 (configuration not stated)	.	7	-19	.	-0.2	.	.	-2
Cc1ccc(NC(=O)c2ccccc2Br)cc1S(=O)(=O)N(C)C	-28	.	2	0.7	0.0	-4	.	.
O=C(CCl)N=c1sccn1Cc1ccccc1Cl	-4	-12	61*	-17	-0.3	0	.	-3
CCCCC(=O)Nc1ccc(C(=O)NNC(=O)CCc2ccccc2)cc1	-4	-2	-3	1.0	.	1	-1	2
COC(=O)c1ccc(NC(=S)N2CCN(Cc3ccccc3Cl)CC2)cc1	-26	.	-8	-0.3	0.0	3	.	-9
COc1cc(CN2CC3(CCN(C(=O)c4cccnc4)CC3)c3c([nH]c4cc(OC)ccc34)[C@@H]2CO)cc(OC)c1	-77	.	-5	1.2	0.1	0	.	.
C=C(C)Cn1c2ccc(NC(=S)NCc3ccccc3F)cc2c(=O)n1C	-13	1	-10	-0.2	-0.1	0	6	.
O=C(CNC(=O)c1[nH]cnc1C(=O)NC(c1ccccc1)c1ccccc1)OCc1ccccc1	-2	7	-2	1.0	0.1	6	1	-1
COCC(=O)Nc1ccc2c(c1)OC[C@H](C)N(Cc1cccc(F)c1)C[C@@H](C)[C@@H](OC)CN(C)C2=O	-8	-23	-2	0.0	-0.1	1	2	0
(more compounds)
SMILES	RAD52 inh	RAD54 inh	INS-1E GSIS act	F508del corr	XiGFP reactiv	ERAP1 HTS inh	esBAF inh	ARNT TACC3 PPI
CNC[C@H]1OCCCC[C@@H](C)Oc2ccc(NS(=O)(=O)c3cccs3)cc2C(=O)N([C@@H](C)CO)C[C@H]1C	-19	-9	5	1.8	-0.3	0	-1	0
CCN(CC(=O)Nc1c(F)cccc1F)C(=O)CCC(=O)c1ccc(C)cc1	-6	-11	-9	-1.7	-0.1	0	5	9
Cc1cc(C(=O)N2CCc3ccccc3C2)c(C)o1	-18	16	-39	4.5	-0.6	-1	52*	-1
Cc1ccccc1CC1(CO)CCCN(C(=O)c2cc(-c3ccccc3)no2)C1 (configuration not stated)	-13	8	-26	1.0	0.0	-1	-3	-13
CCc1nc2ccc(C(=O)N3CCN(S(=O)(=O)CC)CC3)cn2c1N(CC)CCOC	-5	8	-1	-0.4	-0.1	5	-1	.
C[C@H](CO)N1C[C@H](C)[C@@H](CN(C)S(=O)(=O)c2cn(C)cn2)Oc2ccc(NS(=O)(=O)c3ccc(Cl)cc3)cc2C1=O	-4	0	-1	-0.1	0.3	1	2	-3
O=C(NCc1ccco1)c1cc(S(=O)(=O)N2CCOCC2)ccc1Br	-3	3	11	-2.6	-0.1	0	-1	-12
COc1ccc(/C=C/C(=O)NC2CCS(=O)(=O)C2)cc1 (configuration not stated)	0	-13	15	-1.2	-0.1	-1	1	-3
C[C@@H](NC(=O)[C@@H]1[C@@H](CO)[C@@H]2Cn3c(ccc(-c4ccncc4)c3=O)[C@@H]2N1C)c1ccccc1	-5	-1	-4	.	0.6	4	2	0
O=c1cc2c(c(-c3ccccc3)n1Cc1ccccc1)[C@H](CCO)NC2	-9	-6	10	-3.2	-0.1	1	-4	-5
NC(=O)CC(NC(=O)c1cccc(Br)c1)c1ccc(N2CCCCCC2)c([N+](=O)[O-])c1 (configuration not stated)	2	6	.	1.8	0.2	-2	-19	-2
CN1CCN(C(=O)c2cnn(-c3ccccc3)c2NC(=O)c2ccc([N+](=O)[O-])cc2)CC1	-8	-5	8	-3.4	0.1	0	-4	-6
CCC(CO)Oc1cc(NCc2ccccn2)c2ncn(C(C)C)c2c1 (configuration not stated)	-7	-7	-10	-0.2	-0.6	-6	19	32
O=C(O)c1cccc(Cl)n1	-5	-11	22	1.3	0.1	-6	-2	3
Cc1ccc(C2CC(c3cccc(Cl)c3)n3nc(N)nc3N2)cc1 (configuration not stated)	-9	5	3	4.9	0.0	1	2	5
Cc1cccc2c(C(=O)N3CCN(c4ccccn4)CC3)cc(-c3cccc(Br)c3)nc12	-19	-9	-8	1.1	0.0	-4	5	-23
O=C(CC1C(=O)NCCN1Cc1ccc(Cl)c(F)c1)NC1CCC1 (configuration not stated)	-14	3	-9	0.2	0.5	0	-1	12
C[C@@H]1CN([C@@H](C)CO)C(=O)c2cc(NC(=O)Nc3cccc4ccccc34)ccc2O[C@@H]1CN(C)Cc1ccc(-c2ccccc2)cc1	-7	1	-14	2.7	-0.5	-4	-1	-1
CC1CCN(C(c2ccccc2)c2nnnn2C(C)(C)C)CC1 (configuration not stated)	.	-4	-12	.	.	.	-8	1
Cc1ccc(N/C(=N/S(=O)(=O)c2cccs2)c2ccccc2)c(C)c1	-13	.	8	0.2	0.5	-4	.	-10
COc1cccc(CNC(=O)COC(=O)c2c(C)nn(-c3ccccc3)c2Cl)c1	-19	-2	.	-1.2	-0.2	1	7	-22
O=C(Cc1ccccc1)NNC1CC(=O)N(c2ccc(Oc3ccccc3)cc2)C1=O (configuration not stated)	-18	.	4	1.9	0.0	2	.	-5
Cc1ccc([C@H]2N[C@]3(CCCN(Cc4ccco4)C3=O)[C@H]3C(=O)N(C)C(=O)[C@@H]23)cc1	-12	-8	.	2.6	0.0	-1	5	.
CN(Cc1nc(Cc2ccccc2F)no1)[C@@H]1CS(=O)(=O)C[C@H]1O	-14	.	3	-2.2	-0.3	.	5	24
CCOC(=O)Cn1ccc(NC(=O)c2ccc3c(c2)OCO3)n1	-13	8	-3	0.6	0.4	3	5	-7
Next part
SMILES	RAD52 inh	RAD54 inh	INS-1E GSIS act	F508del corr	XiGFP reactiv	ERAP1 HTS inh	esBAF inh	ARNT TACC3 PPI
C[C@H](CO)N1C[C@H](C)[C@H](CN(C)S(=O)(=O)c2ccc(F)cc2)Oc2ccc(NS(=O)(=O)c3cccs3)cc2C1=O	-19	-13	-17	-2.4	-0.9	0	7	-11
O=C(NCC(=O)N1CCN(Cc2ccccc2)CC1)c1cc(Cl)cc([N+](=O)[O-])c1	0	8	-10	-0.8	0.0	-4	10	-2
COCc1ccc(-c2c(-c3ccccc3OC)sc3cc4c(cc23)OCO4)cc1	-13	-11	-3	-2.8	0.1	-2	-6	-3
CC(C)(C)OC(=O)N[C@@H](Cc1ccccc1)C(=O)NCC1CCC(C(=O)N[C@@H](CC(=O)O)C(=O)O)CC1 (some centres not stated)	-4	-3	15	0.5	0.1	-2	3	14
Cc1[nH]c2ccc(-c3n[nH]c(=S)n3-c3ccc(Br)cc3)cc2c1C	-8	.	-1	0.0	0.2	-3	.	-9
CC1C(=O)C(C)C(c2ccc3c(c2)OCO3)NC1c1ccc2c(c1)OCO2 (configuration not stated)	4	12	7	1.5	.	-6	1	6
C[C@H](CO)N1C[C@H](C)[C@@H](CN(C)C(=O)Nc2ccc(C(F)(F)F)cc2)Oc2ncc(-c3ccc(C#N)cc3)cc2C1=O	9	-2	-20	0.2	-1.1	-1	2	1
COc1ccc(NC(=O)N(C)C[C@H]2OCCCC[C@@H](C)Oc3ccc(NC(=O)c4ccncc4)cc3C(=O)N([C@@H](C)CO)C[C@H]2C)cc1	.	3	-3	-2.8	0.1	.	-2	9

In the list so far, 8 have an aryl methoxy group:
SMILES	RAD52 inh	RAD54 inh	INS-1E GSIS act	F508del corr	XiGFP reactiv	ERAP1 HTS inh	esBAF inh	ARNT TACC3 PPI
COc1cc2nc(=S)n3[nH]c(COc4ccccc4C)nc3c2cc1OC	.	-2	20	.	0.2	.	.	13
CCOC(=O)CCc1c(C)nc2cc(-c3ccccc3OC)[nH]n2c1=O	-12	-5	-4	0.5	0.1	5	-1	3
COc1ccc(C(=O)Nc2ccc3c(c2)C(=O)N(C)C[C@@H](OC)[C@H](C)CN[C@@H](C)CO3)cc1	6	-9	-7	0.4	0.0	0	2	-9
COc1cc(CN2CC3(CCN(C(=O)c4cccnc4)CC3)c3c([nH]c4cc(OC)ccc34)[C@@H]2CO)cc(OC)c1	-77	.	-5	1.2	0.1	0	.	.
COc1ccc(/C=C/C(=O)NC2CCS(=O)(=O)C2)cc1 (configuration not stated)	0	-13	15	-1.2	-0.1	-1	1	-3
COc1cccc(CNC(=O)COC(=O)c2c(C)nn(-c3ccccc3)c2Cl)c1	-19	-2	.	-1.2	-0.2	1	7	-22
COCc1ccc(-c2c(-c3ccccc3OC)sc3cc4c(cc23)OCO4)cc1	-13	-11	-3	-2.8	0.1	-2	-6	-3
COc1ccc(NC(=O)N(C)C[C@H]2OCCCC[C@@H](C)Oc3ccc(NC(=O)c4ccncc4)cc3C(=O)N([C@@H](C)CO)C[C@H]2C)cc1	.	3	-3	-2.8	0.1	.	-2	9

Two of these compounds in a different format:
Cc1[nH]c2ccc(-c3n[nH]c(=S)n3-c3ccc(Br)cc3)cc2c1C
- RAD52 inh = -8
- RAD54 inh = .
- INS-1E GSIS act = -1
- F508del corr = 0.0
- XiGFP reactiv = 0.2
- ERAP1 HTS inh = -3
- esBAF inh = .
- ARNT TACC3 PPI = -9

CC1C(=O)C(C)C(c2ccc3c(c2)OCO3)NC1c1ccc2c(c1)OCO2 (configuration not stated)
- RAD52 inh = 4
- RAD54 inh = 12
- INS-1E GSIS act = 7
- F508del corr = 1.5
- XiGFP reactiv = .
- ERAP1 HTS inh = -6
- esBAF inh = 1
- ARNT TACC3 PPI = 6

Random draw from the library, and some 3.3% of all compounds hit somewhere here.
